FLuc inhib CS = firefly luciferase enzyme inhibitors, primary screen, artefact control for luciferase-based inhibitor screens, biochemical, luminescence, ATPLite | Luciferin 4-monooxygenase (Photinus pyralis), P08659 | 10 min | inhibition, % at 10 µM | hit rate 1.5% among 200,000;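 active = inhibition above about 50% when tested at 10 µM, limit read from the data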
Target sequence (P08659 whole entry, looked up): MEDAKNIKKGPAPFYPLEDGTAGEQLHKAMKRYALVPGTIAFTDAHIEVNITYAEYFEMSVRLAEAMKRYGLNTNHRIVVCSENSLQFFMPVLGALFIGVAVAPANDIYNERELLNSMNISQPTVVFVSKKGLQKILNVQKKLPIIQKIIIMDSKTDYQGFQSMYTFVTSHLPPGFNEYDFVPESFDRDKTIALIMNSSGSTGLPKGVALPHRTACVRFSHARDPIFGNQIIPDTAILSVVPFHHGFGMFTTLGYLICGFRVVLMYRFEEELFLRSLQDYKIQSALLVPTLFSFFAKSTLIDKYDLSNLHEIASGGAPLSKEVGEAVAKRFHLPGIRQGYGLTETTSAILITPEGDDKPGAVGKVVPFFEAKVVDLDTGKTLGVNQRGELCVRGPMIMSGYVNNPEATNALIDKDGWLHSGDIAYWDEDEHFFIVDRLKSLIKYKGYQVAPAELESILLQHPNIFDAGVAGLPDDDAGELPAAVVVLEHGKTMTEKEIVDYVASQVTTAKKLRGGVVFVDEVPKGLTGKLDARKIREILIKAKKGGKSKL
NF-kB neuron act = activators of NF-kB expression in neurons, primary screen, cell-based, HTS; human neuronal cells, NF-kB reporter expression; stronger effect = higher value; fold change at 12.5 µM; hit rate 1.6% among 190,000; AID 1239, 2008; in the data active = fold change above about 3.3
STAT3 blocker = IL-6 driven STAT3 reporter inhibitors, primary screen, U3A cells, luciferase, luminescence, MLSCN library | IL-6 STAT3-luciferase reporter; host cell line lacks STAT1 | inhibition, % at 5.5 µM | AID 862, 2007 | hit rate 0.89% among 190,000;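 active = inhibition above the mean inhibition across all screened compounds plus 3 SD, cut at about 44% in these data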;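 note: 0% = DMSO only wells and 100% = 100 µM nifuroxazide control wells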
Hsp70 activator = Hsp70 transcriptional activators, primary screen, cell-based, HeLa, Hsp70 promoter luciferase, luminescence, 10 µM. HeLa Hsp70 promoter luciferase reporter; scaled: vehicle 0, proteasome-inhibitor control 100%. activation, % at 10 µM. hit rate 0.04% among 200,000. AID 1203, 2008;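 active = activation above the mean across all tested compounds plus 3 SD, cutoff set per campaign, cut at about 5.5% in these data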;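 note: 100% = MG132 at 30 µM as the positive control and 0% = DMSO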
APP 5UTR inh = inhibitors of APP translation via 5'UTR reporter, primary screen, APP 5'UTR luciferase, SH-SY5Y cells | SH-SY5Y APP 5'UTR-luciferase reporter, luminescence | inhibition, % at 2 µM | hit rate 0.82% among 190,000 | AID 1285, 2008;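 active = inhibition above a set limit, derived from the sample mean plus 3 SD, cut at about 45% in these data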; note: values of inactives mirror those of a sister screen read the other way
STAT1 blocker = STAT1 signaling inhibitors, primary screen, cell-based, HTS, luciferase reporter | NIH 3T3 STAT1-luciferase reporter, IFN-gamma, luminescence | inhibition, % at 5.5 µM | hit rate 0.35% among 200,000;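 active = inhibition above a set limit, the mean inhibition across all tested compounds plus 3 SD, cut at about 34% in these data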;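 note: 0% = IFN-gamma with DMSO and 100% = IFN-gamma with 300 µM nifuroxazide; values of inactives mirror those of a sister screen read the other way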
STAT1 act = STAT1 signaling activators, primary screen, cell-based, HTS, luciferase reporter; activation (% of control), % at 5.5 µM; hit rate 2.6% among 200,000; NIH 3T3 STAT1-luciferase reporter, IFN-gamma, luminescence; 100% = IFN-gamma alone, no compound;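 active = activation above the screen-wide mean activation plus 3 SD, cut at about 130% in these data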;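 note: raw ratio to IFN-gamma control signal so 100% means no change and 0% no light; values of inactives mirror those of a sister screen read the other way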
APP 5'UTR act = activators of APP 5'UTR luciferase reporter, primary screen, SH-SY5Y cells. SH-SY5Y APP 5'UTR luciferase reporter, luminescence; zero percent = DMSO vehicle wells. hit rate 1% among 190,000. AID 1276, 2008. activation, % at 2 µM;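 active = activation above a set limit, based on mean plus 3 SD of controls, cut at about 140% in these data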; note: values of inactives mirror those of a sister screen read the other way
RAM inhibit = inhibitors of the yeast RAM network, primary screen, dse1pr::URA3 reporter, 5-FOA selection. inhibition, % at 50 µM. S. cerevisiae dse1pr::URA3 reporter, 5-FOA growth OD615, 2 d; analog-sensitive cbk1-as2 kinase mutant strain. hit rate 1.8% among 190,000;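 active = inhibition above a set limit, 3 SD over mean compound inhibition, cut at about 8.4% in these data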;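 note: 0% = DMSO-only wells with no growth and 100% = 10 µM 1-NA-PP1 full growth; inhibition rescues growth on 5-FOA so higher OD means more RAM inhibition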
STAT3 act = IL-6 driven STAT3 reporter potentiators, primary screen, U3A cells, luciferase, luminescence, MLSCN library; IL-6 STAT3-luciferase reporter; 100% = signal with IL-6 EC80 alone; activation (% of control), % at 5.6 µM; AID 871, 2007; hit rate 0.91% among 190,000;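 active = activation above the screen-wide mean of compound activation plus 3 SD, cut at about 130% in these data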;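 note: 0% = background luminescence of wells with medium and substrate only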
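Detection: reporter luminescence signal / Assay system: STAT1-lacking human U3A cells, STAT3 luciferase reporter / Incubation: compound pre-incubation 1 h before IL-6, then 6 h stimulation at 37 °C / Control set: IL-6-only high control / Read-out: % activation relative to IL-6 control / Probe or stimulus: Interleukin-6, 33 ng/mL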
* marks the source's active call; other numbers are inactive results; x = not tested or not shown.

nr	mol	Hsp70 activator	RAM inhibit	FLuc inhib CS	STAT1 act	APP 5'UTR act
1	O=C(CC(Cc1ccccc1)C(=O)O)NCCc1ccc2c(c1)OCO2 (stereo not drawn)	1.0	0.4	-9	92	23
2	COc1cc(-c2noc(-c3cccs3)n2)cc(OC)c1OC	0.3	2.6	0	112	6
3	CCSc1oc(-c2ccco2)nc1S(=O)(=O)c1ccccc1	-0.4	0.6	-8	98	-2
4	CCCCOC(=O)/C=C/c1ccc(OC(=O)OC)c(OC(=O)OC)c1	-0.3	1.0	-5	105	9
5	COCC(C)n1c(C)cc(C(=O)CN2C(=O)NC(Cc3c[nH]c4ccccc34)C2=O)c1C (stereo not drawn)	-0.4	1.8	-6	98	-16
6	CC(C)C[C@H](NC(=O)C1(c2ccccc2)CCN(C(=O)[C@H]2CSCN2C(=O)OC(C)(C)C)CC1)C(=O)O	-0.4	0.5	-6	100	-14
7	CCC(c1nnnn1Cc1ccc(OC)cc1)N1CCN(c2ccc(OC)cc2)CC1 (stereo not drawn)	-0.1	-0.1	0	99	3
8	O=C(O)CCSc1nc2ccccc2c(=O)[nH]1	-0.7	1.9	-4	97	2
9	COc1ccccc1N1CCN(C(=O)CCc2c[nH]c3ccccc23)CC1	-0.4	2.1	0	97	8
10	Cc1cccc(-n2ccnc2SCC(=O)N2CCCc3ccccc32)c1C	-0.4	2.8	-8	91	17
11	O=C(NCc1ccco1)/C(=C/c1cccnc1)NC(=O)c1ccco1	0.3	0.7	-5	100	6
12	Cc1sc2nc(CN3CCOCC3)[nH]c(=S)c2c1C	-0.2	1.3	1	97	-13
13	CCCN(CCC)CC(O)CN1C(=O)N(CN2C(=O)N(CC(O)CN(CCC)CCC)C(=O)C2(C)C)C(C)(C)C1=O (stereo not drawn)	0.0	1.6	-1	106	25
14	CS(=O)(=O)n1nc(OC(=O)c2cccs2)cc1N	-0.1	-0.2	12	101	-11
15	O=C(CCCOc1ccccc1)N1CCN(c2ccc(F)cc2)CC1	0.2	1.7	-4	111	14

nr	STAT1 blocker	STAT3 blocker	STAT3 act	APP 5UTR inh	NF-kB neuron act
1	9	7	97	-23	1.9
2	-9	16	89	-6	1.3
3	2	-8	107	2	1.1
4	-5	-5	100	-9	1.1
5	2	7	100	16	0.87
6	0	2	101	14	1.4
7	0	0	102	-3	0.84
8	3	2	99	-2	0.97
9	1	5	97	-8	0.93
10	10	13	91	-17	0.88
11	0	4	99	-6	1.1
12	3	-9	112	14	1.3
13	-7	6	97	-25	1
14	0	x	x	11	1.1
15	-12	-8	108	-14	1.8

Arranged by the number under NF-kB neuron act (ascending): some entries from above
No.	SMILES	Hsp70 activator	RAM inhibit	FLuc inhib CS	STAT1 act	APP 5'UTR act	STAT1 blocker	STAT3 act	APP 5UTR inh	NF-kB neuron act
5	COCC(C)n1c(C)cc(C(=O)CN2C(=O)NC(Cc3c[nH]c4ccccc34)C2=O)c1C (stereo not drawn)	-0.4	1.8	-6	98	-16	2	100	16	0.87
9	COc1ccccc1N1CCN(C(=O)CCc2c[nH]c3ccccc23)CC1	-0.4	2.1	0	97	8	1	97	-8	0.93
2	COc1cc(-c2noc(-c3cccs3)n2)cc(OC)c1OC	0.3	2.6	0	112	6	-9	89	-6	1.3

(listing goes on)
nr	mol	Hsp70 activator	RAM inhibit	FLuc inhib CS	STAT1 act	APP 5'UTR act
16	Cc1onc(-c2ccccc2)c1C(=O)N/N=C/C(Br)=C/c1ccccc1	-0.2	-1.0	-4	80	-10
17	O=C(O)c1ccc(N2Cc3ccccc3C2)cc1O	-0.2	3.1	10	96	8
18	O=C(NCC(=O)N(Cc1cccs1)C(C(=O)NC1CCCC1)c1cccnc1)c1ccco1 (stereo not drawn)	-0.5	3.5	4	103	12
19	CCC(=O)Nc1nnc(CSCc2ccc(F)cc2)s1	0.0	0.9	-8	101	2
20	Cc1ccc(NC(=O)c2cc(-c3cccs3)on2)cc1C	0.0	4.7	8	146*	5
21	O=C(NCc1ccc2c(c1)OCO2)c1cccnc1Cl	0.1	0.5	1	104	-19
22	O=C(Nc1ccccc1)c1n[nH]c(Cn2cncn2)n1	-0.1	0.8	-2	107	1
23	Cc1ccccc1NC(=S)N(Cc1cccs1)C1CCCC1	-0.2	0.0	-2	104	-3
24	O=C(O)c1ccc2nc(-c3ccco3)c(-c3ccco3)nc2c1	0.8	-0.5	2	114	-1
25	S=C(NCCc1ccccc1)N1CCN(Cc2ccccc2)CC1	-0.4	-1.0	-2	95	6
26	CCCNS(=O)(=O)c1ccc(CCC(=O)Nc2cc(Cl)ccc2Oc2ccccc2)cc1	-0.3	12*	-3	102	x
27	O=C(COC(=O)c1ccccc1C(=O)c1ccccc1)Nc1ccc(SC(F)F)cc1	-0.2	13*	-3	106	19
28	CC(=O)C1=C(C)NC(C)=C(C(C)=O)C1c1ccccc1	-0.2	1.9	-2	98	24
29	Cc1ccnc(SCC(=O)N2CCC(C(N)=O)CC2)n1	-0.3	0.2	-3	101	1
30	Cc1cc(Cl)ccc1OCc1cn2cccnc2n1	0.4	-0.1	48	133*	94

nr	STAT1 blocker	STAT3 blocker	STAT3 act	APP 5UTR inh	NF-kB neuron act
16	23	10	90	10	1
17	4	5	96	-8	1.4
18	-4	-4	104	-12	1.6
19	-1	11	96	-2	1.4
20	-52	9	100	-5	2.2
21	-5	2	100	19	1
22	-8	-8	108	-2	0.99
23	-6	-4	109	3	1.1
24	-16	3	100	1	1.2
25	5	12	94	-6	1.1
26	-2	16	92	x	0.52
27	-7	-4	106	-19	1
28	2	11	95	-24	1.1
29	-1	5	98	-1	1.4
30	-36	17	91	-94	3

An excerpt of these results, as labelled records.
27. O=C(COC(=O)c1ccccc1C(=O)c1ccccc1)Nc1ccc(SC(F)F)cc1
- Hsp70 activator: -0.2
- RAM inhibit: 13*
- FLuc inhib CS: -3
- STAT1 act: 106
- APP 5'UTR act: 19
- STAT1 blocker: -7
- STAT3 blocker: -4
- STAT3 act: 106
- APP 5UTR inh: -19
- NF-kB neuron act: 1

28. CC(=O)C1=C(C)NC(C)=C(C(C)=O)C1c1ccccc1
- Hsp70 activator: -0.2
- RAM inhibit: 1.9
- FLuc inhib CS: -2
- STAT1 act: 98
- APP 5'UTR act: 24
- STAT1 blocker: 2
- STAT3 blocker: 11
- STAT3 act: 95
- APP 5UTR inh: -24
- NF-kB neuron act: 1.1

Next structures follow:
nr	mol	Hsp70 activator	RAM inhibit	FLuc inhib CS	STAT1 act	APP 5'UTR act
31	CC(C)CN(CC(C)C)S(=O)(=O)N1CCC(C(=O)N2CCc3ccccc3C2)CC1	-0.1	1.5	-5	100	24
32	CC(C)N(Cc1nc(-c2ccccc2)no1)C(=O)CN(C)S(=O)(=O)c1ccccc1	0.0	8.7*	-8	100	-10
33	Cc1ccc(N2CCN(C(=O)c3ccccc3NC(=O)C3CC=CCC3C(=O)O)CC2)cc1 (stereo not drawn)	0.0	1.1	0	94	3
34	CN(CCO)c1cc(Sc2nc3ccccc3s2)c2nonc2c1[N+](=O)[O-]	-0.3	1.5	-4	105	-17
35	CSc1nsc2nc(=O)c(/C=C3\C(C)=Nc4ccccc43)c(N)n12	0.1	3.0	-3	102	12
36	C/C(=N\Nc1cc(C(F)(F)F)ccc1Cl)c1ccccc1O	-0.2	7.2	-4	92	-23
37	COc1cc(C(=O)NCc2cn3ccsc3n2)cc(OC)c1OC	-0.4	x	x	94	-13
38	O=C(CSc1cccc[n+]1[O-])Nc1ccc2c(c1)OCCO2	-0.2	1.1	-6	105	10
39	CCCCN1CC(O)=C(c2nc(-c3ccc(Cl)cc3)cs2)C1=N	-0.1	1.8	-8	89	-13
40	Cc1cccc(/C=N/n2c(C)nnc2C)c1	0.0	0.3	-11	99	2
41	Cn1c(CN2CCCC2)nc2cc(NC(=O)C3CCCCC3)ccc21	-0.5	0.9	-9	100	0
42	CCN1C(=O)/C(=c2/s/c(=C3\SC(C)=C(C)N3CC)c(=O)n2CC)N(c2ccccc2)C1=S	0.2	x	x	87	-22
43	Cc1cc(C(=O)COC(=O)c2ccc3c(c2)OCO3)c(C)n1CC1CCCO1 (stereo not drawn)	0.0	0.0	67*	92	104
44	COc1ccc(C(=O)Nc2ccccc2C(N)=O)cc1	1.4	-1.3	74*	119	91
45	c1ccc(Cn2nnnc2CN2CCN(c3ncccn3)CC2)cc1	0.6	0.2	-3	99	5
46	CCOC(=O)C1CCCN(C(=O)c2cc(-c3ccc(F)cc3)nc3ccccc23)C1 (stereo not drawn)	-0.3	1.5	4	101	-10
47	Cc1cccc(Oc2ncnc(N)c2[N+](=O)[O-])c1C	-0.3	0.6	-5	114	-4
48	CCc1ccc(C(=O)CSc2ncn[nH]2)cc1	0.5	0.0	14	109	42

nr	STAT1 blocker	STAT3 blocker	STAT3 act	APP 5UTR inh	NF-kB neuron act
31	0	7	102	-24	1.2
32	0	2	102	10	1.1
33	6	-2	100	-3	1.2
34	-6	-7	108	17	1.1
35	-2	-23	118	-12	1.7
36	9	9	91	23	1.1
37	6	0	103	13	x
38	-6	3	99	-10	1.4
39	11	25	84	13	1.3
40	2	0	101	-2	1.2
41	-1	13	97	0	1.1
42	10	19	87	22	x
43	8	30	77	-104	1.1
44	-20	17	87	-91	3.1
45	1	6	98	-5	1.1
46	-2	0	101	10	0.75
47	-15	-5	103	4	0.93
48	-9	1	104	-42	1.9
